GDH-TPI counter: counter-screen for M. tuberculosis FBA inhibitors: GDH-TPI coupled enzymes; GDH-TPI coupled enzyme counterscreen, NADH absorbance; AID 588335; inhibition, % at 4.8 µM; 1.2% of 360,000 active;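 also: 0% = DMSO wells and 100% = wells lacking the enzyme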
CCHF vOTU inh: CCHFV vOTU protease inhibition; inhibition, % at 11.5 µM; AID 651958; 0.55% of 370,000 active; Pep-AMC fluorescence; also: 0% = vehicle wells with enzyme and 100% = no enzyme wells
PrPC surface inh: reduces human prion protein on the cell surface; cell surface PrPC, TR-FRET read-out; inhibition, % at 13.8 µM; P04156; 0.43% of 370,000 active; in the data active = inhibition above about 24%; also: 0% = median of the test wells and 100% = reference compound wells
BoNT A protease: inhibitors of Botulinum neurotoxin A light chain protease | multiplex microsphere protease substrate cleavage, flow cytometry | AID 588499 | inhibition, % at 10 µM | 0.17% of 360,000 active; in the data active = inhibition above about 30%; inconclusive = no clear call, values can overlap the other calls; also: plate controls were buffer without enzyme for full effect and enzyme alone for no effect
FBA Mtb inh: inhibits M. tuberculosis FBA enzyme; P9WQA3; purified M. tuberculosis FBA, fluorescence read-out; inhibition, % at 1 µM; 2.3% of 360,000 active; AID 588726; in the data active = inhibition above about 27%;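 also: 0% = vehicle and 100% = reference inhibitor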
Target sequence (P9WQA3 whole entry, looked up): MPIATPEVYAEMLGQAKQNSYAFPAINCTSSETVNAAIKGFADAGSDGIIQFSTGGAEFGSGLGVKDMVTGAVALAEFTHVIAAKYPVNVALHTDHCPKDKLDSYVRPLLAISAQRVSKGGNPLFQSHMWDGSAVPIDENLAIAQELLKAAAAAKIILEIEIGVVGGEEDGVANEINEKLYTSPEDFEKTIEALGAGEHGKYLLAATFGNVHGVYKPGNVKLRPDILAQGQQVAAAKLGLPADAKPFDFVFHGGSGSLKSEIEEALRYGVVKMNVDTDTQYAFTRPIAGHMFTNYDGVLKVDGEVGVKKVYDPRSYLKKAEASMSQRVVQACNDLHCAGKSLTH
FadD28 FP inh: M. tuberculosis FadD28 bisubstrate binding inhibition; FadD28 bisubstrate probe binding, fluorescence polarization; inhibition, % at 12.5 µM; 0.22% of 360,000 active; AID 588549; in the data active = inhibition above about 8.5%, passing the limit was not always enough; inconclusive = no clear call, values can overlap the other calls
BoNT-F LC inh: BoNT F light chain protease inhibition. 0.22% of 360,000 active. inhibition, % at 10 µM. Multiplex microsphere protease cleavage assay, flow cytometry. AID 588497; in the data active = inhibition above about 35%, passing the limit was not always enough; inconclusive = no clear call, values can overlap the other calls; also: plate controls were buffer without enzyme for full effect and enzyme alone for no effect
Mtb BioA inh: inhibitors of Mycobacterium tuberculosis BioA enzyme; inhibition, % at 9.99 µM; purified M. tuberculosis BioA enzyme, plate reader; 0.096% of 360,000 active; AID 602481; in the data active = inhibition above about 40%; inconclusive = no clear call, values can overlap the other calls
UGM FP inh: Mtb UDP-galactopyranose mutase inhibition | P9WIQ1 | purified UGM, fluorescence polarization probe displacement | inhibition, % at 10 µM | 0.06% of 320,000 active | AID 504406; in the data active = inhibition above about 10%, passing the limit was not always enough; inconclusive = no clear call, values can overlap the other calls
Target sequence (P9WIQ1 whole entry, looked up): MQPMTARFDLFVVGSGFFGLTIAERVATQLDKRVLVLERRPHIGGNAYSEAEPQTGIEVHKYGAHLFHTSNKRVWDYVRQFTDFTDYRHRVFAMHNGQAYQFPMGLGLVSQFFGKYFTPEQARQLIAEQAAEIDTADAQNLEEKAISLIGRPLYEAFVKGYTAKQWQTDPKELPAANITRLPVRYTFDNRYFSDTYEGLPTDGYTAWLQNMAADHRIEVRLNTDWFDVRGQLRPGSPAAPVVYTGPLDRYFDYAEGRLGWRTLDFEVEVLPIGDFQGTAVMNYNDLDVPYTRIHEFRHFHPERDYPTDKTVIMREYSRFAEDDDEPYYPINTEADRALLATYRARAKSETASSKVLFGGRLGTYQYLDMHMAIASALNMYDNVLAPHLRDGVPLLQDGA
* hit, by the source's call; ? = inconclusive; / = no result given. Rule as the data show it, unless noted: active = inhibition above about 30%; inactive = the rest.

[1] N#CC(C#N)=C1C=CC=CN1/C(=C\c1ccccc1)C(=O)c1cccs1
[2] O=c1c(Cc2c(F)cccc2Cl)c(O)ccn1CC1CCCO1 (stereo not drawn)
[3] Cn1cccc1C(=O)OCC(=O)Nc1cc(C(C)(C)C)nn1-c1ccccc1
[4] COC(=O)c1c(-c2ccsc2)oc2ccc(-c3cc(OC)c(OC)c(OC)c3)cc12
[5] CCN(CC)Cc1c(O)ccc2c(=O)c(-c3ccc(Cl)cc3)coc12
[6] CCN(CC(=O)Nc1ccc(NC(C)=O)cc1)CC(=O)Nc1ccc(F)c(Cl)c1
[7] COc1cc(/C=C2\SC(=Nc3ccc(N4CCOCC4)cc3)N(C)C2=O)ccc1OC(C)C(=O)O (stereo not drawn)
[8] Cc1cccc(C(=O)OCC(=O)N2CCCC2=O)c1O
[9] CCN1CCN(c2c(C(=O)c3ccc(OC)cc3)cnc3ccccc23)CC1
[10] O=C(NNS(=O)(=O)c1ccc(Br)cc1)c1ccncc1

Assay by compound	1	2	3	4	5	6	7	8	9	10
GDH-TPI counter	18.0	-1.3	-3.6	10.3	23.9	-0.6	21.6	5.4	17.8	-6.2
CCHF vOTU inh	-11.8	-5.3	-8.7	-41.9	-63.7	-4.9	13.1	-3.6	-8.4	-3.5
PrPC surface inh	-21.5	-4.1	-1.2	-1.3	-9.9	-1.9	-41.1	-4.0	-5.1	-1.6
BoNT A protease	7.2	-1.0	-0.3	-0.8	/	-0.8	0.0	-0.2	0.3	-2.2
FBA Mtb inh	9.5	1.4	-6.9	27.6*	43.3*	-1.2	-9.6	3.3	-0.9	-0.8
FadD28 FP inh	0.7	-2.7	-0.2	-3.9	-1.6	-2.2	-2.4	-1.0	-0.3	-1.7
BoNT-F LC inh	5.5	-3.9	8.1	-13.4	/	-1.5	-0.5	7.2	-7.8	-2.1
Mtb BioA inh	/	/	/	-0.6	0.2	4.4	/	0.3	-0.9	-4.3
UGM FP inh	0.8	-1.7	2.0	0.6	1.4	3.0	3.0	0.0	-1.6	0.0

[11] Cc1ccc(/C=C2\SC(=S)N(CCC(=O)NNC(=O)c3ccccc3O)C2=O)cc1
[12] CCCC(c1nnnn1Cc1ccc(F)cc1)N1CCN(C2CCCCC2)CC1 (stereo not drawn)
[13] C=CCn1c2ccccc2c2nnc(SCC(=O)OC)nc21
[14] CCCCNC(=O)Nc1ccc(Br)cn1
[15] COc1ccc(Cl)cc1C(=O)NNC(=O)COC(=O)CCN=C1NS(=O)(=O)c2ccccc21
[16] O=C(CNC(=O)c1ccc(Br)o1)NNC(=O)c1ccccc1F
[17] CCNC(=O)C1(C)CCN(Cc2cccc(Oc3ccccc3)c2)C1 (stereo not drawn)
[18] CC(=O)N1CSCC1C(=O)NNS(=O)(=O)c1ccccc1 (stereo not drawn)
[19] COc1ccc(S(=O)(=O)N(CC(N)=O)C2CCCCC2)cc1Cl
[20] Cc1ccc(C(=O)NCc2n[nH]c(=S)n2-c2ccccc2)cc1[N+](=O)[O-]

Assay by compound	11	12	13	14	15	16	17	18	19	20
GDH-TPI counter	5.0	1.1	11.6	5.7	0.0	6.4	16.4	-5.4	6.0	9.4
CCHF vOTU inh	1.7	3.9	1.1	0.4	-2.7	-5.4	-2.1	-0.3	0.2	12.3
PrPC surface inh	3.2	-10.0	1.9	6.4	4.5	-2.1	-1.6	-3.5	1.6	-18.4
BoNT A protease	-0.7	-1.0	0.1	0.1	-0.9	-0.8	0.4	/	-0.8	0.6
FBA Mtb inh	-1.2	0.1	-2.6	0.1	-1.1	-1.4	0.3	1.2	0.0	-1.0
FadD28 FP inh	/	1.7	-2.9	-1.3	-2.9	-1.2	-2.1	-1.9	-1.7	-0.6
BoNT-F LC inh	3.0	-12.9	1.3	1.5	-3.9	3.5	0.5	/	-5.0	-3.4
Mtb BioA inh	-1.4	-0.6	1.1	-0.9	-3.7	-0.3	-0.6	-0.9	0.4	2.6
UGM FP inh	-3.2	-1.7	/	2.5	1.6	-0.4	/	-1.7	-1.5	-1.1

[21] Nc1nnc(SCC(=O)Nc2cc(S(=O)(=O)N3CCOCC3)ccc2N2CCCC2)s1
[22] O=c1nc(/C=C/c2ccccc2C(F)(F)F)cc(C(F)(F)F)[nH]1
[23] CC(C)(C)C(=O)NC1(C(F)(F)F)NC(=O)N(c2ccccc2F)C1=O (stereo not drawn)
[24] CCOC(=O)NC1(C(F)(F)F)NC(=O)N(c2ccc(F)cc2)C1=O (stereo not drawn)
[25] CC12CCC(=O)N1C(C(=O)Nc1ccccc1N1CCOCC1)CS2 (stereo not drawn)
[26] CN1CCC(N(C)C(=O)c2ccccc2F)CC1
[27] CCCCOC(=O)Nc1nnc(C(C)C)s1
[28] CCN(CC(=O)Nc1c(F)cccc1F)C(=O)C1CC(=O)N(c2ccccc2OC)C1 (stereo not drawn)
[29] O=C(c1cc2ccccc2cc1O)N1CCN(c2ccccn2)CC1
[30] Cc1[nH]c(=O)c(Cc2ccccc2)c(O)c1C#N

Assay by compound	21	22	23	24	25	26	27	28	29	30
GDH-TPI counter	2.5	12.4	-8.8	3.3	3.8	12.0	1.0	-3.2	0.8	15.7
CCHF vOTU inh	-5.5	14.1	0.8	-1.9	-3.5	-10.1	-2.7	-4.9	-0.6	-1.0
PrPC surface inh	3.6	10.3	3.8	2.4	3.1	-5.2	1.6	-1.1	5.1	-1.2
BoNT A protease	-0.5	0.9	-0.8	0.0	-2.2	0.2	0.1	0.2	1.2	-7.4
FBA Mtb inh	-4.0	-1.0	-1.0	2.9	-0.8	5.5	2.8	-1.4	-6.6	3.2
FadD28 FP inh	-2.3	-3.2	-0.3	-0.4	-0.3	1.2	0.3	-4.2	-3.2	0.4
BoNT-F LC inh	-5.2	-22.5	0.7	-5.6	11.5	-19.4	2.5	-4.6	6.6	?
Mtb BioA inh	-2.0	-1.1	/	/	-1.1	-3.9	/	-0.2	3.9	6.0
UGM FP inh	2.5	1.0	-2.1	-2.4	0.6	-1.3	-2.5	0.2	1.5	0.7

[31] Cc1nc(C(=O)NC2CC2)sc1C1(C)CC(c2cccc([N+](=O)[O-])c2)=NO1 (stereo not drawn)
[32] Cn1c(=O)c(C(=O)CN2CCN(Cc3ccc4c(c3)OCO4)CC2)c(N)n(Cc2ccccc2)c1=O
[33] COc1ccc(CN2CCN(S(=O)(=O)c3ccc(C)cc3)CC2)cc1OC
[34] Cc1ccccc1CN1CCCNC1=O
[35] O=C(CCCCl)NC(=S)Nc1cc(C(F)(F)F)ccc1N1CCOCC1
[36] CC(C)OP(=O)(OC(C)C)C(O)c1ccccc1F (stereo not drawn)
[37] COc1cc(C2/C(=C(\O)c3ccc4c(c3)OCCO4)C(=O)C(=O)N2Cc2ccccc2)ccc1O (stereo not drawn)
[38] COc1cc(C2c3[nH]c4ccccc4c3C[C@@H]3C(=O)N(Cc4ccco4)CC(=O)N23)cc(OC)c1OC (stereo partly drawn)
[39] CCN(CC)S(=O)(=O)c1cccc(NC(=O)CCNC(=O)c2ccc([N+](=O)[O-])cc2)c1
[40] COc1cc(/C=N/NC(=O)c2ccc(NS(=O)(=O)c3cccs3)cc2)cc(OC)c1O

Assay by compound	31	32	33	34	35	36	37	38	39	40
GDH-TPI counter	-6.9	-3.3	2.6	12.8	8.6	-11.2	10.3	3.9	-2.4	38.5*
CCHF vOTU inh	-8.7	-7.1	4.3	-5.2	25.4	-10.0	14.9	2.4	6.0	17.1
PrPC surface inh	-21.9	-14.2	-0.4	-2.9	3.5	0.3	4.2	-4.2	-10.8	1.3
BoNT A protease	0.2	-0.2	?	0.8	-0.6	2.2	-0.5	-4.2	-1.1	-2.8
FBA Mtb inh	0.0	-1.8	5.0	1.4	1.0	4.6	0.9	0.1	3.7	0.6
FadD28 FP inh	-3.5	-6.5	-1.2	3.3	-0.1	-1.0	-0.5	1.7	-0.3	-0.1
BoNT-F LC inh	-4.4	-4.9	?	0.1	-2.0	8.9	4.0	3.9	-6.1	-4.5
Mtb BioA inh	8.6	/	/	0.4	/	/	-2.1	-0.2	1.3	-1.6
UGM FP inh	0.7	-1.4	-0.2	-3.4	-0.8	-1.5	-0.2	-0.1	-0.2	2.3

[41] Cn1c(CCN2CCN(c3ccccn3)CC2)nc2cc(NS(=O)(=O)c3ccccc3)ccc21
[42] CN(C)CCNc1oc(-c2ccccc2F)nc1C#N
[43] O=C(Nc1ccccc1C(=O)N1CCCC1)c1cccc(S(=O)(=O)N2CCCCC2)c1
[44] Cc1c(C(=O)NCC2CCCO2)sc2nc(-c3ccccc3)cn12 (stereo not drawn)

Assay by compound	41	42	43	44
GDH-TPI counter	2.6	15.8	5.7	-2.9
CCHF vOTU inh	-10.2	-42.1	5.0	-0.3
PrPC surface inh	-3.0	-4.5	9.7	8.1
BoNT A protease	-2.2	-0.2	-0.2	-0.2
FBA Mtb inh	2.6	145.3*	5.5	-3.1
FadD28 FP inh	-3.5	0.3	0.0	-4.4
BoNT-F LC inh	-14.0	-10.0	4.8	-0.1
Mtb BioA inh	4.1	-2.5	-0.5	6.3
UGM FP inh	0.0	-3.2	0.0	-1.6

Reprinted from the entries so far (14 entries):
[31] Cc1nc(C(=O)NC2CC2)sc1C1(C)CC(c2cccc([N+](=O)[O-])c2)=NO1 (stereo not drawn)
[32] Cn1c(=O)c(C(=O)CN2CCN(Cc3ccc4c(c3)OCO4)CC2)c(N)n(Cc2ccccc2)c1=O
[33] COc1ccc(CN2CCN(S(=O)(=O)c3ccc(C)cc3)CC2)cc1OC
[34] Cc1ccccc1CN1CCCNC1=O
[35] O=C(CCCCl)NC(=S)Nc1cc(C(F)(F)F)ccc1N1CCOCC1
[36] CC(C)OP(=O)(OC(C)C)C(O)c1ccccc1F (stereo not drawn)
[37] COc1cc(C2/C(=C(\O)c3ccc4c(c3)OCCO4)C(=O)C(=O)N2Cc2ccccc2)ccc1O (stereo not drawn)
[38] COc1cc(C2c3[nH]c4ccccc4c3C[C@@H]3C(=O)N(Cc4ccco4)CC(=O)N23)cc(OC)c1OC (stereo partly drawn)
[39] CCN(CC)S(=O)(=O)c1cccc(NC(=O)CCNC(=O)c2ccc([N+](=O)[O-])cc2)c1
[40] COc1cc(/C=N/NC(=O)c2ccc(NS(=O)(=O)c3cccs3)cc2)cc(OC)c1O
[41] Cn1c(CCN2CCN(c3ccccn3)CC2)nc2cc(NS(=O)(=O)c3ccccc3)ccc21
[42] CN(C)CCNc1oc(-c2ccccc2F)nc1C#N

Assay by compound	31	32	33	34	35	36	37	38	39	40	41	42
GDH-TPI counter	-6.9	-3.3	2.6	12.8	8.6	-11.2	10.3	3.9	-2.4	38.5*	2.6	15.8
CCHF vOTU inh	-8.7	-7.1	4.3	-5.2	25.4	-10.0	14.9	2.4	6.0	17.1	-10.2	-42.1
PrPC surface inh	-21.9	-14.2	-0.4	-2.9	3.5	0.3	4.2	-4.2	-10.8	1.3	-3.0	-4.5
BoNT A protease	0.2	-0.2	?	0.8	-0.6	2.2	-0.5	-4.2	-1.1	-2.8	-2.2	-0.2
FBA Mtb inh	0.0	-1.8	5.0	1.4	1.0	4.6	0.9	0.1	3.7	0.6	2.6	145.3*
FadD28 FP inh	-3.5	-6.5	-1.2	3.3	-0.1	-1.0	-0.5	1.7	-0.3	-0.1	-3.5	0.3
BoNT-F LC inh	-4.4	-4.9	?	0.1	-2.0	8.9	4.0	3.9	-6.1	-4.5	-14.0	-10.0
Mtb BioA inh	8.6	/	/	0.4	/	/	-2.1	-0.2	1.3	-1.6	4.1	-2.5
UGM FP inh	0.7	-1.4	-0.2	-3.4	-0.8	-1.5	-0.2	-0.1	-0.2	2.3	0.0	-3.2

[43] O=C(Nc1ccccc1C(=O)N1CCCC1)c1cccc(S(=O)(=O)N2CCCCC2)c1
[44] Cc1c(C(=O)NCC2CCCO2)sc2nc(-c3ccccc3)cn12 (stereo not drawn)

Assay by compound	43	44
GDH-TPI counter	5.7	-2.9
CCHF vOTU inh	5.0	-0.3
PrPC surface inh	9.7	8.1
BoNT A protease	-0.2	-0.2
FBA Mtb inh	5.5	-3.1
FadD28 FP inh	0.0	-4.4
BoNT-F LC inh	4.8	-0.1
Mtb BioA inh	-0.5	6.3
UGM FP inh	0.0	-1.6

Assay outcomes as filed in PubChem.
